# Screens: PubChem BioAssay, National Center for Advancing Translational Sciences (NCATS)
# aGlu spleen mod = lysosomal alpha-glucosidase (human) modulation; 240,000 tested, 0.006% active; Potency, µM (doses to about 79.9 µM), for the others: at the top dose activity change, negative = inhibition, usual class: inhibitors; human spleen homogenate, 4-MU-alpha-glucoside fluorescence; AID 2112;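 also: potency is read from the fitted curve at half-maximal effect; 0% = enzyme with vehicle and -100% = no enzyme basal signal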
#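 Human spleen homogenate (1 ug) incubated with compounds and 1 mM 4-methylumbelliferyl-alpha-D-glucopyranoside in pH 5.0 citrate/phosphate buffer, 37 C, 40 min. Stopped at pH 10; 4-MU fluorescence (Ex 365/Em 440 nm); AC50 by Hill fit.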
# GAA inhib = inhibitors of human lysosomal alpha-glucosidase. Potency, µM (top dose mostly 76.9 µM), inactives show at the top dose activity change, negative = inhibition, hits mostly inhibitors. P10253. purified human GAA, 4-MU-alpha-glucoside fluorescence. 200,000 tested, 0.005% active;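 also: potency is read from the fitted curve at half-maximal effect; plate controls were uninhibited enzyme wells for no effect and no-enzyme background for full effect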
#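 Human alpha-glucosidase, 4 nM, pre-mixed with test compounds before 400 uM 4-methylumbelliferyl substrate; 20 min room temperature at pH 5.0. Fluorescence read after pH 10 stop; AC50 values from Hill-equation fits.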
# CBFb-RUNX1 inh = CBF-beta/RUNX1 interaction disruption. Q01196+Q13951. Potency, µM (series often up to 59.8 µM), inactives show top-dose activity, negative = inhibition, hits mostly inhibitors. 230,000 tested, under 10 active. AlphaScreen CBFb-His/RUNX1-biotin binding, biochemical; also: % of control where 0% means no effect
# Target sequence (Q01196 whole entry, looked up): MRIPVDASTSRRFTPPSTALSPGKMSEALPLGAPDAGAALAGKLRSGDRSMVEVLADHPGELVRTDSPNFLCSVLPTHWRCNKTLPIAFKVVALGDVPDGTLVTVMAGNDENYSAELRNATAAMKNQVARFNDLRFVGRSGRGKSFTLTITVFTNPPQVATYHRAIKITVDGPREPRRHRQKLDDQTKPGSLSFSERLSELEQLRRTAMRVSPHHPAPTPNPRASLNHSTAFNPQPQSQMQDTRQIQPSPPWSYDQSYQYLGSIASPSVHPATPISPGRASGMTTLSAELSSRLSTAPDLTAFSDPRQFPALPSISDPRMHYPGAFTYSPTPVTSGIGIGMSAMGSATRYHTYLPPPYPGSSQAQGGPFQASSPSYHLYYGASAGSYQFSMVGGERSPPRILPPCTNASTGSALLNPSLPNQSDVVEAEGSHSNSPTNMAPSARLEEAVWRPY
# Target sequence (Q13951 whole entry, looked up): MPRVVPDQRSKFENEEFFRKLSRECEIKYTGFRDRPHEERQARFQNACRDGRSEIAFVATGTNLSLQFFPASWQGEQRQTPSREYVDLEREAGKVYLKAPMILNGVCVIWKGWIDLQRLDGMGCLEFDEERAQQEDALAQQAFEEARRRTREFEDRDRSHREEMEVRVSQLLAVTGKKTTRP
#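 Bead-based AlphaScreen assay; binding partners His-tagged CBF-beta and biotinylated RUNX1 at 30 nM each. Compound exposure 15 min after a 20-min protein preincubation; bead step 90 min; all steps at room temperature.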
# Lamin A splicing = modulators of lamin A splicing; HeLa LMNA splicing GFP/RFP minigene ratio, 48 h; Potency, µM (doses to about 46.1 µM), inactives show top-dose ratio change, negative = inhibition, usual class: inhibitors; 200,000 tested, 0.01% active; AID 1487; active = well fitted inhibition curve with a large enough effect in the signal ratio, with a control signal flat, not every such curve was filed as active; inconclusive = small, poorly fitted or top-dose-only effect, or effect the other way, or a change in a side signal; the % refers to the signal ratio; also: potency is read from the fitted curve at half-maximal effect; % is scaled to controls: 0 for no effect and ±100 for the full control effect
#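 S3 HeLa cells stably expressing lamin A-EGFP splicing minigene plus DsRed2, 600 cells/well, 48 h compound exposure at 37C. Laser-scanning cytometry; analysed as GFP (500-530 nm)/RFP (575-640 nm) total intensity ratio; 0.5% DMSO vehicle.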
# HTT cytoprotect = cytoprotection in Huntington HTT-Q103 PC12 cell model | PC12 HTT-Q103 induced, cytoprotection, ATP luminescence, 40 h | Potency, µM (titrated, usually from 56.4 µM), for the others: cytoprotection (ATP increase), most hits filed as activators | 230,000 tested, 0.14% active;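 also: potency is read from the fitted curve at half-maximal effect; % of control where 0% means no effect; nearly all actives have a fitted effect of over 45% in size; toxic huntingtin expression switched on by the ecdysone agonist tebufenozide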
#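 Compounds added alongside 100 nM tebufenozide, which induces toxic Q103 huntingtin exon 1-GFP in stable PC12 cells; surviving cells quantified by luminescent ATP measurement. Medium: phenol red-free DMEM, 5% equine and 5% calf serum.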
# GAA glycogen = inhibitors or activators of human alpha-glucosidase glycogen cleavage | P10253 | recombinant GAA, glycogen substrate, Amplex Red glucose oxidase fluorescence | Potency, µM (top dose mostly 76.4 µM), inactives show top-dose activity change, negative = inhibition, most hits filed as inhibitors | 300,000 tested, 0.38% active;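 also: potency is read from the fitted curve at half-maximal effect; 0% = full enzyme reaction and -100% = no-enzyme basal signal; the screen sought inhibitors and activators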
#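 Recombinant human alpha-glucosidase (4 nM final) hydrolysed bovine liver glycogen (30 ug) for 40 min at 37 C in pH 5.0 citrate/phosphate with 0.01% Tween-20. Released glucose detected by glucose oxidase/Amplex Red, Ex 573/Em 610 nm. Compounds up to 77 uM; AC50 from Hill fits.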
# HttQ103 aggreg = reduces HttQ103-GFP aggregates in PC12 cells. PC12 HttQ103-GFP aggregates, Acumen cytometry, 40 h. Potency, µM (titrated, usually from 46.1 µM), inactives show at the highest dose activity change, negative = inhibition, usual class: inhibitors. 220,000 tested, 1.1% active; also: potency is read from the fitted curve at half-maximal effect; % is scaled to controls: 0 for no effect and ±100 for the full control effect; nearly all actives have a fitted effect of over 60% in size
#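 PC12 cells with ecdysone-inducible HTT exon1 Q103-GFP, induced by 100 nM tebufenozide, given compounds in a concentration series. GFP aggregates (1–25 um, 6 SD above background) counted in lysates by laser-scanning cytometry, 488 nm excitation.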
# Active calls of the source: *; ? = inconclusive; . = not tested or not shown; & = joins results of further samples; [ ] = dose if it differs, or a comment. Unless noted, calls follow the shape of the dose curve; as a rule, active = well fitted curve in the direction sought with a large enough effect; inconclusive = small, poorly fitted or top-dose-only effect, or another doubt; inactive = no such curve, though single readings can be large; an effect the other way counts as inactive or inconclusive. Only part of the results is shown (hit frequency here may not be typical).
molecule	aGlu spleen mod	GAA inhib	CBFb-RUNX1 inh	Lamin A splicing	HTT cytoprotect	GAA glycogen	HttQ103 aggreg
COC(=O)c1cc(C(O)(C(=O)OC)C(F)(F)F)c(/N=C/N(C)C)s1 (stereo not given)	-0.6%	-3.9%	5.7%	-0.4%	0.0%	9.0%	-2.8%
O=C(Nc1nnc(-c2ccco2)o1)c1cccc2ccccc12	-5.4%	2.1%	-6.4%	?	1.4%[10 µM]	7.1%	-21.1%
CN1[C@@H]2CC[C@H]1CC(OC(=O)C1C=Nc3ccccc31)C2 (stereo not given in full)	4.1%	6.0%[15.4 µM]	13.8%	?	.	5.1%	9.7%
CC(C)C1C(=O)N2CCCC2[C@]2(O)O[C@@](NC(=O)[C@@H]3C=C4c5cccc6[nH]cc(c56)C[C@H]4N(C)C3)(C(C)C)C(=O)N12 (stereo not given in full)	-5.8%	.	?	.	3.8%[1.9 µM]	.	.
C/C(=C\c1ccc(N(C)C)cc1)[N+](=O)[O-]	3.3%	-2.1%	-6.2%	?	-55.5%[inhibitor]	-0.5%	-26.5%
Cc1nn(CC(C)C)c(Cl)c1C(=O)O	1.0%	5.4%	2.4%	.	-11.7%	4.2%	-10.7%
Cc1ccc2c(c1N)C(=O)c1ccccc1C2=O	3.5%	.	10.7%[21.7 µM]	.	-108.9%[inhibitor]	.	.
CN(C)c1ccc([P+](=O)c2ccc(N(C)C)cc2)cc1	-1.5%	0.8%	-3.4%	8.5%[46 µM]	-28.2%	-9.3%	-7.0%
Clc1ccc(CS[C@@H](Cn2ccnc2)c2ccc(Cl)cc2Cl)cc1	-1.7%[29.1 µM]	.	-7.2%[21.7 µM]	?	-390.4%[inhibitor][17.1 µM]	.	-9.4%[20.6 µM]
CCCCC/C=C\C[C@@H](/C=C/C=C\C/C=C\CCCC(=O)O)OO	-2.1%&4.0%	.	18.6%&3.1%	.	-9.9%&15.4%	.	.
O=C1CN=C(c2ccccc2)c2cc(Br)ccc2N1Cc1cc(=O)n2ccccc2n1	-5.4%	-2.2%	2.2%	-7.4%	7.1%[10 µM]	-3.4%	-5.9%
COc1ccc(OC)c(C2C(C#N)=C(N)Oc3c2c(C)nn3-c2ccc(C)cc2)c1 (stereo not given)	-2.0%	-0.4%	-6.0%	8.1%	17.3%[10 µM]	?	-14.1%
CNC1CC(N)[C@H](O)[C@@H](O[C@@H]2OC(CO)C3OC4(OC(C(N)CO)C(O)C(O)C4O)O[C@@H]3[C@H]2O)C1O (stereo not given in full)	-10.3%	.	.	?	-148.4%[inhibitor]	.	5.1%
COCc1cc(OC(=O)N(C)C)nc(-c2ccccc2)n1	1.6%	.	7.9%	.	15.9%[10 µM]	6.0%	-3.6%[9.22 µM]
CC(C)(C)C(=O)NC1CCSC1=O (stereo not given)	1.7%	-4.5%	9.5%	.	-10.5%	-8.6%	-3.5%
Clc1cccc2ccccc12	-5.4%	.	19.7%[21.7 µM]	.	18.4%	.	.
Cc1c(N=Cc2c(O)n(Cc3ccc(F)cc3)c(=O)[nH]c2=O)c(=O)n(-c2ccccc2)n1C	-3.0%	-2.0%	3.4%	-3.2%	-3.8%[10 µM]	12.3%	8.0%
CCOc1ccc(-n2c(-c3ccoc3)nc3ccccc3c2=O)cc1	-3.1%	5.3%	6.4%	7.2%	0.5%	-11.6%	8.1%[9.22 µM]
CCCCCCn1c(=O)c(C(=O)Nc2ccncc2)c(O)c2ccccc21	-2.5%	4.7%	-5.1%	-6.8%	-19.9%	-6.9%	?
CN1CCN(c2ccc(C(N)=O)cc2[N+](=O)[O-])CC1	-4.7%	-11.2%	-3.5%	-9.3%	-6.9%[10 µM]	4.8%	9.0%
CC(C)c1cc2c(c(O)c1O)[C@]1(C(=O)O)CCCC(C)(C)C1CC2 (stereo not given in full)	-2.6%	.	-15.3%	.	-45.0%[inhibitor]	.	.
CCSc1cc(C2C(C#N)=C(N)Oc3n[nH]c(C)c32)c(C)o1 (stereo not given)	-4.9%	-1.7%	-2.1%	-21.1%	-35.4%	-25.4%	8.0%
CC(C)CCN1CCN(Cc2c(F)cccc2Cl)CC1CCO (stereo not given)	-10.8%	4.6%	0.4%	?	3.1%[10 µM]	17.0%	11.1%[9.22 µM]
O=c1cccc2n1CC1CNCC2C1 (stereo not given)	3.6%&-1.5%	.	?	.	10.8%[1.9 µM]	15.5%[76.3 µM]	.
Brc1c(NC2=NCCN2)ccc2nccnc12	6.9%&-13.6%&-5.8%&-1.8%&-7.1%	-1.5%[15.4 µM]	-19.9%	?	?	5.8%	1.7%&17.7%

# Some of these compounds in order of SMILES length, falling.
molecule	aGlu spleen mod	GAA inhib	CBFb-RUNX1 inh	Lamin A splicing	HTT cytoprotect	GAA glycogen	HttQ103 aggreg
Cc1c(N=Cc2c(O)n(Cc3ccc(F)cc3)c(=O)[nH]c2=O)c(=O)n(-c2ccccc2)n1C	-3.0%	-2.0%	3.4%	-3.2%	-3.8%[10 µM]	12.3%	8.0%
COC(=O)c1cc(C(O)(C(=O)OC)C(F)(F)F)c(/N=C/N(C)C)s1 (stereo not given)	-0.6%	-3.9%	5.7%	-0.4%	0.0%	9.0%	-2.8%
CC(C)c1cc2c(c(O)c1O)[C@]1(C(=O)O)CCCC(C)(C)C1CC2 (stereo not given in full)	-2.6%	.	-15.3%	.	-45.0%[inhibitor]	.	.
CCCCCCn1c(=O)c(C(=O)Nc2ccncc2)c(O)c2ccccc21	-2.5%	4.7%	-5.1%	-6.8%	-19.9%	-6.9%	?
CN1CCN(c2ccc(C(N)=O)cc2[N+](=O)[O-])CC1	-4.7%	-11.2%	-3.5%	-9.3%	-6.9%[10 µM]	4.8%	9.0%
C/C(=C\c1ccc(N(C)C)cc1)[N+](=O)[O-]	3.3%	-2.1%	-6.2%	?	-55.5%[inhibitor]	-0.5%	-26.5%
Cc1ccc2c(c1N)C(=O)c1ccccc1C2=O	3.5%	.	10.7%[21.7 µM]	.	-108.9%[inhibitor]	.	.
Cc1nn(CC(C)C)c(Cl)c1C(=O)O	1.0%	5.4%	2.4%	.	-11.7%	4.2%	-10.7%

# Later entries
molecule	aGlu spleen mod	GAA inhib	CBFb-RUNX1 inh	Lamin A splicing	HTT cytoprotect	GAA glycogen	HttQ103 aggreg
O=C(NCCCN1CCOCC1)C(Cl)(Cl)Cl	-8.5%	-0.3%	5.3%	?	.	-0.5%	16.6%
Clc1ccc2c(N3CCNCC3)ccnc2c1	-5.5%	2.5%	7.8%	-3.8%	-6.9%[0.074 µM]	-0.1%	-4.3%
CCOC(=O)c1c(C)n(Cc2ccco2)c2ccc(OC)cc12	1.9%	?	5.6%	-9.0%	-17.3%	-1.6%	0.4%
CN1CCc2cc3c(cc2[C@@H]1[C@@H]1OC(=O)c2c1ccc1c2OCO1)OCO3	-0.2%[29.1 µM]	.	10.3%[21.7 µM]	?	-16.8%[17.1 µM]	.	.
Nc1ncc([N+](=O)[O-])s1	-2.2%	.	11.8%[21.7 µM]	.	7.2%	.	.
CN1CCc2nc3sc(C(=O)NC4CC4)c(N)c3cc2C1	4.7%	6.4%	-11.8%	.	-26.7%	-0.9%	16.2%
C[C@]12CC[C@H](O)C[C@@H]1CC[C@H]1[C@H]2CC[C@]2(C)C(=O)CC[C@@H]12	-4.1%&4.1%&-9.0%[29.1 µM]	.	-4.7%&5.1%&-0.1%[21.7 µM]	?	?	.	.
C[N+]1(CC(COCc2ccccc2)OC(=O)Cc2ccccc2)CCOCC1 (stereo not given)	0.2%	-6.7%	0.8%	3.5%	.	8.1%	-3.4%
CCOC(=O)C1=C(N)Oc2cc(C)oc(=O)c2C12C(=O)N1c3c(cccc32)C(C)=CC1(C)C (stereo not given)	-10.2%	-3.0%	-2.3%	11.3%	22.9%[0.074 µM]	-15.1%	15.2%
N#CC(C#N)=NNc1ccc([N+](=O)[O-])cc1	-1.9%	.	?	.	12.0%[10 µM]	7.5%	15.4%[9.22 µM]
OC(Cn1c2ccccc2c2ccccc21)C[n+]1ccccc1 (stereo not given)	-6.2%	-8.7%	1.7%	8.2%	15.9%	7.0%	-1.0%
O=[N+]([O-])CCO	3.5%	.	17.4%[21.7 µM]	.	-14.3%	.	.
COc1ccc(C(=O)OC2C[C@H]3CC[C@@H](C2)N3C)cc1OC (stereo not given in full)	5.4%[29.1 µM]	.	-5.6%[21.7 µM]	-9.5%	-35.1%[inhibitor][17.1 µM]	.	.
C=CCc1c(C)nc(C)nc1N/N=C/c1ccc(N(C)C)cc1	-4.1%	3.8%	-6.2%	11.3%	-10.9%	15.8µM*	-41.9%
CCN1CCN(c2ccc(N)c(C)c2)CC1	-6.5%	?	17.6%	-11.6%[46 µM]	-26.3%	0.9%	-1.0%
COc1ccc(C(=O)C2(C)N(O)C(C)C(c3cccs3)=[N+]2[O-])cc1 (stereo not given)	-5.7%	?	10.4%	-7.6%	16.4%[10 µM]	-6.0%	8.0%
C[C@]12CC[C@@H]3[C@@H](CCC4=CC(=O)CC[C@@H]43)[C@@H]1CC[C@@H]2OC(=O)CCc1ccccc1	0.2%	.	14.8%	.	?	.	.
O=c1c2ccccc2nc(/C=C/c2ccc(O)cc2)n1-c1ccccc1O	0.6%	-6.2%[15.4 µM]	0.2%	.	-3.3%[10 µM]	-4.7%	0.0%[9.22 µM]
CC(C)CCn1c(N)c(C(=O)NCc2cccs2)c2nc3ccccc3nc21	-2.3%	?	10.6%	?	-39.4%[inhibitor]	4.0%	-32.4%
Cc1cccc(-n2c(-c3ccc([N+](=O)[O-])cc3)nc3ccccc3c2=O)c1	-1.1%	-6.4%	-16.2%	-10.6%	9.0%[10 µM]	14.2%	-11.9%
CC1=C2[C@H]3OC(=O)[C@@H](C)[C@@H]3CC[C@@]2(C)C=CC1=O	-1.7%	.	5.3%	.	31.8%	.	.
